mHTT CaM bind: mHTT-calmodulin interaction abrogation; P42858; AlphaScreen His-mHTT/GST-CaM binding, luminescence; 3.6% of 190,000 active; inhibition, % at 15 µM;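 further: 0% = both proteins with DMSO and 100% = one protein alone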
Target sequence (P42858 whole entry, looked up, stated change not applied): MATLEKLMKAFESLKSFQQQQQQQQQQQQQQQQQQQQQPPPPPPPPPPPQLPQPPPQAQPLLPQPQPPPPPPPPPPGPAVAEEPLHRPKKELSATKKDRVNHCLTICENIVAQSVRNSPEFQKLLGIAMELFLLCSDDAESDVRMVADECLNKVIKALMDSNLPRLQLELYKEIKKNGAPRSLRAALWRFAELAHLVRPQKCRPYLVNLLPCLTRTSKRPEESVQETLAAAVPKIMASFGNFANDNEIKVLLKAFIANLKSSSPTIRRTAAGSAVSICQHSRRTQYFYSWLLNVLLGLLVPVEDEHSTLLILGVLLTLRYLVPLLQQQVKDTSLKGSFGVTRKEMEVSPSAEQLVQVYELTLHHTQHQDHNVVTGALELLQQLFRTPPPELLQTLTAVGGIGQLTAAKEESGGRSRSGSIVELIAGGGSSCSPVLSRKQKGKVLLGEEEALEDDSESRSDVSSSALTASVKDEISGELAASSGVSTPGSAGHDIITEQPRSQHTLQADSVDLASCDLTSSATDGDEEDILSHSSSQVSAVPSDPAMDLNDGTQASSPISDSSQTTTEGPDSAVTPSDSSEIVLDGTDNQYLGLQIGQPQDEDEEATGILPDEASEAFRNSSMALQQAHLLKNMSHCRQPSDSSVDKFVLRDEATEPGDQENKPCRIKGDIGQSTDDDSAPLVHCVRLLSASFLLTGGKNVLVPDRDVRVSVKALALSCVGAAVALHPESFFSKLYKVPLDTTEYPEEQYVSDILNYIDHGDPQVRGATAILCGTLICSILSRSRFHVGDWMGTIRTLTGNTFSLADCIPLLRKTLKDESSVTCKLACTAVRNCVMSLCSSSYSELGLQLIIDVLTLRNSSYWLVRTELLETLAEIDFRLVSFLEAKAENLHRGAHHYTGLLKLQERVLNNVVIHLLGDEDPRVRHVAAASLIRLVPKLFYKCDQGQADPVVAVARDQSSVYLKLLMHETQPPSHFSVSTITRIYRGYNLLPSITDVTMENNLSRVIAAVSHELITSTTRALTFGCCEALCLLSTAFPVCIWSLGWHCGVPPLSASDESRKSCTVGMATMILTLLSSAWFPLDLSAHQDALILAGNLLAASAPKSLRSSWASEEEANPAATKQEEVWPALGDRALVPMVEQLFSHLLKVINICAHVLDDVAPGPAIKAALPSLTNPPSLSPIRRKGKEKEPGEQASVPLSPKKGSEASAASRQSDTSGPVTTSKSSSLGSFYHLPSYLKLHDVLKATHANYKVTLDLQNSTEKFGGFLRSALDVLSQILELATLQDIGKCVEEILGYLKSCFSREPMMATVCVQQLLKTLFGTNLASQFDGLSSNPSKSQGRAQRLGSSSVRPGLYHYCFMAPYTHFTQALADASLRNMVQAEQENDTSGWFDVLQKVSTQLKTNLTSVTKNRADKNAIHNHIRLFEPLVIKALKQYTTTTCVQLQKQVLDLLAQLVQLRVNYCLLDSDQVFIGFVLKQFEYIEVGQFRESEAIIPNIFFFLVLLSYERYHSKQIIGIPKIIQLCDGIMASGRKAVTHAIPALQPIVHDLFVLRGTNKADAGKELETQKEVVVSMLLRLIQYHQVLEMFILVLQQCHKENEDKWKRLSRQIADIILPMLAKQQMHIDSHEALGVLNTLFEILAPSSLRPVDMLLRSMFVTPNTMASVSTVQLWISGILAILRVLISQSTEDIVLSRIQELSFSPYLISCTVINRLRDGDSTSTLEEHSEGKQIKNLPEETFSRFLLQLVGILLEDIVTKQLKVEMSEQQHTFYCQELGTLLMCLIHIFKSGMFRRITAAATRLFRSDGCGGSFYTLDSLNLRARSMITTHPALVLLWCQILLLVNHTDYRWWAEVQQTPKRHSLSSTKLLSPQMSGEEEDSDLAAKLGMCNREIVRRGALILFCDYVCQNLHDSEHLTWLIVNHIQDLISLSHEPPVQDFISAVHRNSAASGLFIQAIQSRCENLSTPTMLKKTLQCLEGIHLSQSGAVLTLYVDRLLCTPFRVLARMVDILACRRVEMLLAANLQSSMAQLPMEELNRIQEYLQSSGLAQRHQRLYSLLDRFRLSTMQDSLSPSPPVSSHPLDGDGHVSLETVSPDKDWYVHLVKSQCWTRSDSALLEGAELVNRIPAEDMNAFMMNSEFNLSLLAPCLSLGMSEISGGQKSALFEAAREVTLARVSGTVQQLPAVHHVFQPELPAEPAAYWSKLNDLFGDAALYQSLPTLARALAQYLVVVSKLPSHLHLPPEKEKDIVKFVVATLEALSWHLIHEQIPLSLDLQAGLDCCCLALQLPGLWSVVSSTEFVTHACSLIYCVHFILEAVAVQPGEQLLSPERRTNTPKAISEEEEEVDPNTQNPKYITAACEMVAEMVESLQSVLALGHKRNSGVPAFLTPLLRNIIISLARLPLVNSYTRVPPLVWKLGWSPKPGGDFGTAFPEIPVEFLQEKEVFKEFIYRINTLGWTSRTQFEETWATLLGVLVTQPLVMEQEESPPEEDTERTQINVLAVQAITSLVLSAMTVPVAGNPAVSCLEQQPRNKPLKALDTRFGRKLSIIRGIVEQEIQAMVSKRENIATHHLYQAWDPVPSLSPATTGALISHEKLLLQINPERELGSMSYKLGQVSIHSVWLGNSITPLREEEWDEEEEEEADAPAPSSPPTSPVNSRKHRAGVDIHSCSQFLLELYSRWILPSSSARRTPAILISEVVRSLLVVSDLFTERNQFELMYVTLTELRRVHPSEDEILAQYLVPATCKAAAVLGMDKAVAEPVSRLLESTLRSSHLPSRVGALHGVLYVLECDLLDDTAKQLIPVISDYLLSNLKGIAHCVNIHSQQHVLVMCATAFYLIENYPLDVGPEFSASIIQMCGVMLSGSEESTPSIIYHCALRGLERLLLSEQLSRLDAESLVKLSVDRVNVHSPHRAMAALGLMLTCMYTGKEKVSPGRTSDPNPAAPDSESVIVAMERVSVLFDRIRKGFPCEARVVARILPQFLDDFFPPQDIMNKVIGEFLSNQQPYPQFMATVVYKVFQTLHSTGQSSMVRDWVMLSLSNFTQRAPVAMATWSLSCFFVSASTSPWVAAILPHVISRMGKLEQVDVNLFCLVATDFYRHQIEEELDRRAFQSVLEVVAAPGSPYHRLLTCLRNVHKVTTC
Pf apPOL inh: Pf-apPOL DNA polymerase inhibition; Recombinant Pf-apPOL, molecular beacon fluorescence, 1.5 h; inhibition, % at 10 µM; 0.25% of 210,000 active
An asterisk follows results filed as active; / = not tested or not shown; & = joins results of further samples. No stated cut-off is given here; in the data, active means inhibition above about 50%; inactive means the rest. A portion of the library, so the mix of outcomes need not match the whole.

SMILES	mHTT CaM bind	Pf apPOL inh
Cc1ccc(OCCOc2ccc([N+](=O)[O-])cc2/C=C2\C(=O)NN(c3ccccc3)C2=O)cc1C	20.0	-2.8
Cc1noc(C)c1C(=O)NCc1ccc(-c2csnn2)cc1	/	-5.7
O=C(Nc1nnc(C2CC(=O)N(c3ccc(Cl)cc3)C2)o1)c1ccccc1 (stereo not given)	6.0	-4.2
O=C(Nc1ccc(Cl)cc1C(F)(F)F)C1CC(=O)N(c2ccccc2)C1 (stereo not given)	-4.0	-10.1
C=CCN1C(=O)/C(=C/c2ccccc2O)SC1=Nc1ccccc1	49.0	-5.9
O=C(c1cc(-c2ccccn2)nc2ccccc12)N1CCC2(CC1)OCCO2	48.0	-8.6
Cn1cnnc1Sc1cc(C#N)c(C#N)cc1Sc1nncn1C	/	1.8
Cc1cccc(NC(=O)c2ncn[nH]2)c1C	6.5	-2.8
CCC12CN3CC(CC)(CN(C1)C3c1ccc(C)cc1)C2=O (stereo not given)	-2.0	-12.6
CC(C)C[C@@H]1COc2cccc(F)c2S(=O)(=O)N1	-5.4	0.7
CCCn1c(=O)c(F)cn(Cc2ccc(OC)c([N+](=O)[O-])c2)c1=O	2.5	-0.5
CCCCC(CC)CNC(=O)CN1C(=O)c2ccccc2C1=O (stereo not given)	0.0	-2.0
O=C(N/C(=C\c1ccc(Br)cc1)c1nc2ccccc2o1)c1ccco1	93.8*	-1.1
O=C(Nc1ccccc1Cl)c1ccc(F)c(S(=O)(=O)NCc2ccco2)c1	3.0	-10.0
CSc1sccc1C=NO	/	-4.2
C=C(C)Cn1c(SCC(=O)c2ccc(OC)cc2)nnc1-c1ccco1	-3.4	8.9
CCN(CC)c1ncc2c(n1)CCC(C(=O)NCc1ccc3c(c1)OCO3)C2 (stereo not given)	-10.8	1.1
C=CCN(c1ccccc1)S(=O)(=O)c1ccc2[nH]cc(C(=O)N3CCCC3)c(=O)c2c1	20.0	-0.2
O=C(c1ccnc(N2CCNC(c3ccccc3)C2)c1)N1CCCCC1 (stereo not given)	-2.4	2.4
CC(=O)N1CCc2ccccc2C1C(=O)NCc1cc(F)ccc1F (stereo not given)	16.6	3.4
COc1ccccc1NC(=O)c1cc2cc3ccc(C)cc3nc2s1	3.0	-3.6
Cc1ccc(S(=O)(=O)N2CCCC2c2nc(-c3cccc(C(F)(F)F)c3)no2)cc1 (stereo not given)	-17.7	-1.6
CC1(C)CC(NC(=O)c2ccc(Br)o2)CC(C)(C)N1	-9.5	-13.3
O=C(NCC1CCCO1)C1CCN(c2ccc(Cl)cc2Cl)C1=O (stereo not given)	-1.9	-3.4
Cc1cc(NNS(=O)(=O)c2cc(C(F)(F)F)cc(C(F)(F)F)c2)nc2c1c(C)nn2C	/	3.6

Of the compounds above, these have an aryl thioether with sulfur outside any ring.
SMILES	mHTT CaM bind	Pf apPOL inh
Cn1cnnc1Sc1cc(C#N)c(C#N)cc1Sc1nncn1C	/	1.8
CSc1sccc1C=NO	/	-4.2
C=C(C)Cn1c(SCC(=O)c2ccc(OC)cc2)nnc1-c1ccco1	-3.4	8.9

The listing picks up with the 4 entries that preceded the break.
SMILES	mHTT CaM bind	Pf apPOL inh
Cc1ccc(S(=O)(=O)N2CCCC2c2nc(-c3cccc(C(F)(F)F)c3)no2)cc1 (stereo not given)	-17.7	-1.6
CC1(C)CC(NC(=O)c2ccc(Br)o2)CC(C)(C)N1	-9.5	-13.3
O=C(NCC1CCCO1)C1CCN(c2ccc(Cl)cc2Cl)C1=O (stereo not given)	-1.9	-3.4
Cc1cc(NNS(=O)(=O)c2cc(C(F)(F)F)cc(C(F)(F)F)c2)nc2c1c(C)nn2C	/	3.6
CCC(C)(C#CCN1CCCC1)OCCC#N (stereo not given)	-1.5	/
CN1CCN(c2nc3c(c(=O)[nH]c(=O)n3C)n2CCSc2nc3ccccc3o2)CC1	2.0	1.1
COc1ccc(C=C2Oc3c(ccc4c3CN(C3CC3)CO4)C2=O)cc1	5.9	-7.0
Cn1c(=O)n(C)c2c(=O)[nH]ccc21	-6.6	/
Cc1c(NC(=O)CCN2C(=O)c3ccccc3C2=O)c(=O)n(-c2ccccc2)n1C	-5.3	-9.8
O=C(NCC1CCCO1)C1CC(=O)N(c2ccc(Br)cc2)C1 (stereo not given)	-1.7	-5.3
COc1cc(C(=O)N2CCCCCC2=O)cc(OC)c1OC	-1.6&-2.8	0.1&-0.9
O=C(COc1ccc(Cl)cc1)Nc1ccc(-c2nc3ncccc3o2)cc1	9.0	-19.9
CCc1cc(=O)[nH]c(-n2nc(C)cc2NC(=O)c2c(-c3ccccc3Cl)noc2C)n1	25.5	-167.2
COc1ccc2cc3cc(C(=O)Nc4cc(Cl)ccc4OC)sc3nc2c1	6.0	-1.9
O=C1C(=Cc2ccccc2OC(F)F)Oc2cc(O)ccc21	0.9	8.8
COc1ccc(C2C(C(=O)N3CCN(c4ccccn4)CC3)c3ccccc3C(=O)N2C)cc1 (stereo not given)	4.0	-3.9
CCOc1ccc(NC(=O)c2ccco2)c([N+](=O)[O-])c1	-3.2	-2.5
Cc1cccc(CN2CCCn3nc(C(=O)NCCc4ccccc4Cl)cc3C2=O)c1	-1.8	-2.2
COC(=O)c1cc(OCc2ccccc2)c2cc(F)ccc2n1	1.9	-0.9
COc1ccc(C2SCC(=O)N2c2ccc(OC)c(Cl)c2)cc1 (stereo not given)	-1.0	0.6
CCN1CCN(c2ncc3c(n2)CCN(Cc2cccc(F)c2F)C3)CC1	32.0	5.0
COc1ccc(CN(CCC2(C(C)C)CCOC(C)(C)C2)C(C)=O)cc1OC (stereo not given)	15.0	0.1
Cc1cc2nn(-c3ccc(Cl)cc3)nc2cc1NC(=O)c1cncc(Br)c1	-6.0	0.9
CC(=O)Nc1ccc(S(=O)(=O)Nc2ccccc2Oc2ccc(Cl)cc2Cl)cc1	/	-1.5&-15.1
CCOc1sc2nc(C)n(CC(=O)NCc3ccccc3Cl)c(=O)c2c1C	4.0	-4.5
Nc1nccnc1C(=O)NNC(=O)c1cccc(C(F)(F)F)c1	/	-51.8
O=C1OC(c2ccc(Br)o2)=N/C1=C\c1coc2ccc(Cl)cc2c1=O	-6.0	-3.0
O=C(Nc1cccc(Cl)c1)c1ccc(F)c(S(=O)(=O)NC2CC2)c1	-1.0	-3.7
CCOC(=O)/C=C1\CN(Cc2ccc(OC)cc2)S(=O)(=O)c2ccc(C(F)(F)F)cc21	53.0*	77.7*

Profiles, quoted from the list. Order of values: mHTT CaM bind | Pf apPOL inh
Shown for `COc1ccc(C=C2Oc3c(ccc4c3CN(C3CC3)CO4)C2=O)cc1` → 5.9 | -7.0
Shown for `COc1ccc(CN(CCC2(C(C)C)CCOC(C)(C)C2)C(C)=O)cc1OC` (stereo not given) → 15.0 | 0.1
Shown for `COc1ccc(C2SCC(=O)N2c2ccc(OC)c(Cl)c2)cc1` (stereo not given) → -1.0 | 0.6
Shown for `CCOC(=O)/C=C1\CN(Cc2ccc(OC)cc2)S(=O)(=O)c2ccc(C(F)(F)F)cc21` → 53.0* | 77.7*
Shown for `O=C(COc1ccc(Cl)cc1)Nc1ccc(-c2nc3ncccc3o2)cc1` → 9.0 | -19.9

Continuation.
SMILES	mHTT CaM bind	Pf apPOL inh
C=CCNC(=O)c1c[nH]c2ccc(S(=O)(=O)N(CC)c3ccc(F)cc3)cc2c1=O	15.0	-10.2
CC1Cc2nc(SCC(=O)NCc3ccccc3)n(Cc3ccccc3)c(=O)c2S1 (stereo not given)	-3.0	7.9
O=C(Nc1ccccc1[N+](=O)[O-])c1ccc(Cl)c(S(=O)(=O)Nc2ccc(Cl)cc2)c1	86.4*	-17.3
CCC(=O)NCc1nc2c(n1CC)CN(C(=O)c1cccc(Br)c1)CC2	4.2	-0.7
Cc1ccnc(NC(c2cccc([N+](=O)[O-])c2)c2ccc3cccnc3c2O)c1 (stereo not given)	100.0*	-0.7
CC(C)Cc1nnc(NC(=O)CCCOc2ccccc2)s1	2.0	-7.5
CC1Cc2nc(SCC(=O)NC3CCCCC3)n(C)c(=O)c2S1 (stereo not given)	7.0	-2.8
CCOc1ccc(C2C(N3C(=O)c4cccc([N+](=O)[O-])c4C3=O)C(=O)N2c2ccc(C)cc2)cc1 (stereo not given)	31.0	-1.0
CCc1cccc(NC(=O)c2c(C)sc3ncnc(N4CCCC4)c23)c1	-0.9	-2.1
COc1ccc(OC)c(CNC(=O)CC2CCN(S(=O)(=O)c3cccs3)CC2)c1	9.8	2.9
COc1ccc(C(O)CN2CCN(c3cccc(OC)c3)CC2)cc1 (stereo not given)	-4.0	1.7
O=C(Nc1ccc(Oc2ccccc2)cc1)Nc1ccc(OC(F)(F)F)cc1	/	-10.1&-1.3
CN(C)c1cc(OC2CCN(C(=O)c3ccoc3)C2)ncn1 (stereo not given)	1.8	4.8
O=C1CCCC2=C1C(c1ccc(Cl)cc1Cl)n1c(nc3ccccc31)N2 (stereo not given)	-1.0	-0.6
Fc1ccc(-c2ncnn2-c2ccc(Cl)cc2)cc1	-1.0	-0.5
Cc1nc2sccn2c(=O)c1NC(=O)Cc1cccc(F)c1	-1.4	1.7
Nc1c2c(=O)[nH]c(-c3ccccc3)nc2nn1-c1ccccc1	/	6.4&5.1
CN1CCN(S(=O)(=O)c2cc(Cl)ccc2Cl)CC1	-5.4	2.1
CC1CCc2cc(F)ccc2N1S(C)(=O)=O (stereo not given)	-14.7	-2.0
N#Cc1cnc(Oc2ccc(Cl)cc2)nc1N	/	-1.8
O=S(=O)(NCc1ccc(F)cc1)c1ccc(Br)cc1Br	-20.2	-1.7
CC1C(=O)N(Cc2cn(CCC3OCCO3)nn2)CCS(=O)(=O)N1Cc1ccc(-c2ccc(Cl)c(Cl)c2)cc1 (stereo not given)	95.5*	-16.5
COc1ccc(S(=O)(=O)N2CCC(c3noc(-c4ccccc4)n3)CC2)cc1Cl	-1.3	4.1
N#CC1=C(N)N(c2ccc(Br)cn2)C2=C(C(=O)CCC2)C1c1ccc2c(c1)OCO2 (stereo not given)	12.0	-1.7
Cc1ccc(C)c(S(=O)(=O)N2CCN(C)CC2)c1	-2.8	1.4

Later entries
SMILES	mHTT CaM bind	Pf apPOL inh
O=C(c1cc(Cl)ccc1F)N1CCCC2(C1)NC(=O)N(Cc1ccccc1)C2=O (stereo not given)	1.5	-11.0
O=C1S/C(=C\c2ccccc2F)C(=O)N1CNc1ccccc1	-2.0	-0.8
CCCC(C)C(=O)Nc1cccc(C)c1C (stereo not given)	-7.2	-7.0
Brc1cccc(CN2CCCCCC2)c1	-3.1	0.3
CC(=O)c1ccc(NC(=O)C2CC(c3ccccc3F)=NO2)cc1 (stereo not given)	-9.4	0.1
CS(=O)(=O)N(CC(=O)NCc1ccco1)c1ccc(Cl)c(Cl)c1	22.4	-6.2
CSC1=NCCN1C(=O)c1ccc(OC(C)C)cc1	-1.0	-7.0
Cc1cccc(-n2cc(C3CCN(C(=O)CC(C)(C)C)CC3)cn2)c1	3.0	-1.8
COc1ccc(CC(C)Nc2cccc(SC)c2)cc1 (stereo not given)	37.2	-5.9
O=S(=O)(NCc1ccc2c(c1)OCO2)c1ccc(I)cc1	-6.0	-7.6
CCOC(Cn1c(SCC(=O)Nc2ccc(C)cc2)nc2ccccc2c1=O)OCC	-1.0	-5.9
Cc1cccc(NC(=O)CSc2cn(CCNC(=O)c3ccc(F)cc3)c3ccccc23)c1C	10.0	-2.8
O=C(c1ccoc1)N1CCCC(c2ccnc(-c3ccc(F)cc3)n2)C1 (stereo not given)	34.9	-5.2
O=C(NCc1cccnc1)c1ccc(Cl)cc1[N+](=O)[O-]	-4.0	5.6
O=C(NCc1cccnc1)c1ccc2ncnc(N3CCCCC3)c2c1	-6.5	-2.1
Cc1ccc(-c2csc(/C(C#N)=C/c3ccc(C)s3)n2)cc1	9.5	-6.8
Cc1cc(C(C)(C)c2cc(C)c(N)c(C)c2)cc(C)c1N	48.0	-4.1
